MT stabilize HCS = microtubule stabilization, imaging screen; HeLa tubulin immunostaining HCS, 24 h; share of cells brighter than vehicle mean+2SD; % tubulin-high responders, % at 10 µM; 0.83% of 200,000 active;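 active means plate Z-score above 3 for both tubulin-high and condensed-nucleus cell shares, with cell loss under 80%, at 10 µM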;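 further: anti alpha tubulin signal scored within the nucleus-defined area of each cell; some results filed as inactive read as strong as hits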
ER stress rescue = rescue of cells from ER stress-induced death, primary screen, 384-well, CSM14.1, thapsigargin, ATP luminescence (AID 1222) | CSM14.1 thapsigargin-induced death rescue, ATP luminescence; higher % means a stronger effect | 190,000 tested, under 10 active | cellular ATP content (survival), % at 20 µM, or EC50 in µM where a hit was titrated;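 active means EC50 below 50 µM in the dose-response confirmation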;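 further: death triggered by thapsigargin at about 15 µM added after 2 h compound pretreatment; cell ATP read after overnight thapsigargin exposure of roughly 18 to 22 hours; normalized against plate controls of thapsigargin alone and 5% DMSO vehicle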
M17LAP inhibition = P. falciparum M17LAP inhibitors, primary screen, biochemical, fluorogenic H-Leu-NHMec substrate, 1536-well (AID 1619); recombinant M17LAP, H-Leu-NHMec fluorogenic kinetic assay; higher % means a stronger effect; inhibition, % at 30 µM, or IC50 in µM where a hit was titrated; 0.38% of 220,000 active;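 active means compound inhibiting the enzyme by more than half at any dose during confirmatory dose-response retesting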;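 further: plate controls were full reaction with DMSO carrier for no effect and no enzyme background for full effect; strong numbers were not always called active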
Autophagy HCS = alters autophagy in cells. 0.98% of 190,000 active. calls only at 10 µM (by protocol). AID 463193. MEF GFP-LC3 puncta imaging; test concentration mostly 10 µM;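 active means percentage of spot-positive cells more than 3 SD above its plate mean, without a fluorescence outlier flag or 80% toxicity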;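 further: spot-positive cell cutoff set from DMSO-treated cells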
Dynein transport = dynein cargo transport inhibition. 3617.4 mouse cells, GR-EGFP nuclear translocation imaging; test concentration mostly 20 µM; stimulated with dexamethasone, 1 µM; active compounds read low. z-score, hits read low. 0.47% of 220,000 active. AID 1381;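 active means plate z-score of nuclear minus cytoplasmic receptor signal below a set negative limit, without overly bright fluorescence or cell loss, cut at about -3.5 in these data, passing the limit was not always enough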;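 further: z-score of nuclear minus cytoplasmic ring GR-EGFP intensity difference per well; some compounds called inactive have numbers as strong as hits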
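Buffer or medium: tet-free, stripped-serum medium; Also added: dexamethasone, 1.0 µM final; Technique: high-content fluorescence imaging after fixation; Times: 48 h induction, 1 h compound, 30 min dex at 37 °C; Read-out: per-cell GR-EGFP intensity, nucleus versus surrounding cytoplasmic ring, well-averaged.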
UTI89 phage lysis = protection from phage-mediated lysis, alamar blue read-out – E. coli UTI89, K1F phage, bacterial capsule biogenesis inhibitors (AID 488966). E. coli UTI89 K1F phage lysis, alamar blue, 2 h; higher % means a stronger effect. one-dose inhibition, % at 100 µM; IC50 in µM for titrated hits. 0.02% of 340,000 active;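 active means phage lysis inhibition, versus mean bacterial control, above a set limit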;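 further: capsule biogenesis inhibitors block K1F phage lysis so surviving cells raise fluorescence; higher fluorescence means more inhibition of phage lysis; actives were called in the ten point dose series up to 300 µM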
Ins promoter up = MIN6 insulin promoter up-regulation; MIN6 insulin promoter-GFP reporter, high-content imaging; active compounds read high; z-score at 5 µM; 0.3% of 190,000 active; AID 1625;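 active means z-score above 3 at 5 µM with at least 500 cells counted in the well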
P. falciparum M1AAP = malaria alanyl aminopeptidase activity blockers – biochemical, fluorogenic H-Leu-NHMec substrate, 1536-well (AID 1445); recombinant M1AAP, H-Leu-NHMec fluorogenic kinetic assay; higher % means a stronger effect; inhibition, % at 30 µM; hits with a dose series show IC50 in µM; 0.42% of 220,000 active;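 active means primary inhibition above the hit cutoff, then over 50% inhibition at one or more dose response concentrations, cut at about 23% in these data, passing the limit was not always enough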;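 further: plate controls were DMSO full reaction for no effect and no enzyme background for full effect; strong numbers were not always called active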
bCat nuc transl = beta-catenin nuclear translocation modulation | HeLa beta-catenin nuclear translocation, immunofluorescence imaging | nuclear translocation activity, % at 5 µM | 0.3% of 190,000 active | AID 1665;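 active means nuclear translocation activity above 50% at 5 µM, with a well cell count of 50 or more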;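 further: per-cell ratio of nuclear to cytoplasmic median beta-catenin stain intensity; plate controls were DMSO negative control for no effect and GSK-3 inhibitor IX positive control for full effect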
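System: HeLa cells, endogenous beta-catenin; compound dosing: 5 µM primary single dose, 0.1% DMSO, 0.02–20 µM confirmation series; incubation: 24 h compound exposure at 37°C, 5% CO2; signal: beta-catenin immunofluorescence imaging with DAPI; evaluation: % activation, nuclear-to-cytoplasmic median beta-catenin signal ratio per cell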
Dynein transport cytoplasmic EGFP = second read-out of Dynein transport, no call of its own (marks repeat the call); z-score; measured here: cytoplasmic GR-EGFP intensity; active compounds read high
Dynein transport nuclear GR-EGFP = second read-out of Dynein transport, no call of its own (marks repeat the call); z-score; measured here: nuclear GR-EGFP intensity;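 lower value marks the stronger effect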
Dynein transport cell count = further read-out of Dynein transport, marked with its call; z-score; measured here: cell count per field
Ins promoter up cell count = also measured in Ins promoter up; calls as there; cell count; measured here: cytotoxicity, nuclei count;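 total cells summed across four imaged fields per well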
bCat nuc transl cell count 5 µM = further read-out of bCat nuc transl, marked with its call; cell count; measured here: cell count, cytotoxicity flag
MT stabilize HCS Hoechst-high % = recorded beside MT stabilize HCS, whose call it bears; % Hoechst-high responders; measured here: nuclear condensation Hoechst responders;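 share of cells brighter than vehicle mean plus two SD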
MT stabilize HCS cytotoxicity % = also measured in MT stabilize HCS; calls as there; toxicity, %; measured here: cytotoxicity by cell density;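 0% = mean cell density of plate MIN control wells and 100% = no cells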
Autophagy HCS cell loss 18 h = second read-out of Autophagy HCS, no call of its own (marks repeat the call); toxicity, %; measured here: cell loss, nuclei count;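 cell loss after 18 h compound exposure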
An asterisk follows results filed as active; i = inactive; x = not tested or not shown; + = active, no number; [ ] = another dose, or the depositor's remark.

SMILES | MT stabilize HCS | MT stabilize HCS Hoechst-high % | MT stabilize HCS cytotoxicity % | ER stress rescue | M17LAP inhibition | Autophagy HCS | Autophagy HCS cell loss 18 h | Dynein transport | Dynein transport cytoplasmic EGFP | Dynein transport nuclear GR-EGFP | Dynein transport cell count | UTI89 phage lysis | Ins promoter up | Ins promoter up cell count | P. falciparum M1AAP | bCat nuc transl | bCat nuc transl cell count 5 µM
Cc1ccsc1C(=O)OCC(=O)c1cc2ccccc2o1 | 2.4 | 3.5 | 5.5 | -1.6% | 5% | i | -6 | 0.31 | -0.33 | 0.16 | -0.21 | 0.0% | -0.57 | 1384 | 0% | 2.8 | 1370
CC(C)CNC(=S)NC(=O)c1ccccc1Cl | 2.0 | 4.1 | 8.9 | -1.4% | 2% | i | -11 | 0.14 | -0.25 | -0.0022 | -1 | 1.8%[50 µM] | x | x | 3% | 1.3 | 950
O=[N+]([O-])c1c(N2CCN(CCO)CC2)nc2ccccn12 | x | x | x | x | 8% | x | x | 0.67 | -0.12 | 0.24 | 0.021 | 0.0% | 1.1 | 1386 | 9% | -3.0 | 1077
COc1ccc(NC(=O)c2ccccc2Sc2ccc(NC(C)=O)nc2)cc1 | 1.8 | 2.5 | 5.6 | -0.4% | 9% | i | 8 | -0.088 | -0.13 | -0.57 | 0.18 | 0.9% | 0.32 | 1296 | -2% | 1.2 | 1040
O=S(=O)(Nc1ccc2c(c1)nc1n2CCOC1)c1ccc(Cl)cc1 | 1.9 | 2.9 | 9.5 | -2.4% | 6% | i | 6 | -1.2 | 0.14 | -0.48 | 0.28 | 0.4% | -0.12 | 1092 | 2% | -2.7 | 899
Fc1ccc(NC(=S)NCCc2ccccc2)c(F)c1F | 2.2 | 1.5 | 8.2 | -3.3% | 7% | i | -8 | 0.91 | 0.16 | 0.92 | 0.31 | 2.7%[50 µM] | -1.7 | 1086 | 12% | -1.4 | 1371
Cn1c(-c2ccc(Br)cc2)cnc1NCc1cccnc1 | 3.7 | 1.6 | 5.6 | -0.2% | 17% | i | -3 | -0.52 | -0.11 | 0.013 | -0.35 | 0.0% | -0.97 | 1162 | 4% | 0.6 | 1373
CC(C)Sc1n[nH]c2nc3c(c(=O)n12)C1(CCCC1)Cc1ccccc1-3 | 2.3 | 1.3 | 4.8 | -2.8% | 10% | i | 12 | 0.57 | -0.22 | 0.061 | 0.16 | x | -0.22 | 1539 | 4% | -2.8 | 1406
CC1CN(Cc2nc3c(c(=O)n(C)c(=O)n3C)n2Cc2cccc(Cl)c2)CC(C)O1 (stereo unspecified) | 5.9 | 2.4 | 3.4 | x | -2% | x | x | -0.037 | -0.036 | 0.34 | -0.66 | 0.9% | -0.74 | 1811 | -2% | -5.0 | 1120
O=[N+]([O-])c1nn(-c2ccc3c(c2)OCCO3)n(O)c1=NCc1ccccc1Cl | 2.5 | 0.3 | 0.2 | -1.5% | 9% | i | 26 | 0.32 | -0.031 | 0.71 | 0.34 | 4.1% | 0.73 | 1334 | 2% | 0.8 | 1413
C=CCn1c(N)cc(=O)nc1SCC(=O)N1CCN(c2ccc(F)cc2)CC1 | 0.9 | 1.2 | 2.0 | -4.9% | 10% | i | -7 | -0.48 | 0.22 | 0.068 | -0.73 | 0.1% | 0.1 | 1797 | 8% | 1.1 | 961
COC(=O)C1=C(C)NC(C)=C(C(=O)OC(C)C)C1c1cccc2nonc12 (stereo unspecified) | x | x | x | 2.1% | -3% | x | x | x | x | x | x | 1.2% | 0.12 | 974 | 2% | 0.8 | 1013
COC(=O)c1c(NC(=O)Cc2cccs2)sc2c1CCC(C)C2 (stereo unspecified) | 4.2 | 3.5 | 5.9 | 0.7% | 8% | i | 3 | 1.9 | -0.14 | 0.94 | -1.6 | 0.1% | -4.2 | 522 | 10% | -2.5 | 1074
COc1ccc(NC(=O)CC2C(=O)OCC3CCCCN32)cc1Cl (stereo unspecified) | 3.3 | 4.0 | 6.4 | -2.0% | 19% | i | 17 | 0.47 | -0.14 | 0.07 | -0.83 | 2.4% | 1.3 | 1508 | 30% | -0.1 | 1009
O=C(COc1ncnc2c(Cl)cc(Cl)cc12)NC1CCCCCC1 | 2.2 | 1.3 | 2.4 | -3.5% | -4% | i | -6 | 2.7 | 0.057 | 1.5 | -1.6 | 2.5% | 2.1 | 1262 | 2% | 0.2 | 774
Cc1ccc(NC(=O)c2cc3ccccc3o2)cc1S(=O)(=O)N(C)C | 2.0 | 1.8 | 9.8 | -4.2% | 12% | i | -9 | -0.93 | -0.13 | -0.31 | 0.77 | 0.0% | 0.25 | 953 | 6% | 1.4 | 1160
O=C(COc1ccc(=O)n(-c2ccccc2)n1)Nc1ccccc1 | 4.8 | 1.9 | 3.5 | x | 8% | x | x | -0.63 | -0.27 | -0.3 | 0.34 | -0.9% | 0.06 | 1923 | 8% | -3.8 | 1110
Cc1ccc(CN(C(=O)c2ccco2)C(C(=O)NC2CCCC2)c2cccnc2)cc1 (stereo unspecified) | 1.8 | 1.9 | 7.6 | 4.3% | 7% | i | -3 | 0.73 | -0.31 | 0.47 | 0.51 | 0.1% | -1 | 1467 | 5% | 0.7 | 1487
COc1ccccc1NC(=O)/C(C#N)=C/c1c(C)nn(-c2ccc(F)cc2)c1Cl | 2.5 | 3.4 | 4.5 | -1.6% | -7% | i | -14 | 0.031 | -0.25 | -0.21 | 0.56 | 0.2% | -0.57 | 1355 | 6% | -0.3 | 1141
CCOC(CNC(=O)c1ccc2c(c1)ncn2-c1ccc(F)c(F)c1)OCC | 3.0 | 2.5 | 1.3 | -12% | -3% | i | 1 | -0.91 | -0.37 | -0.1 | 0.55 | 0.6% | -0.44 | 1337 | 12% | -0.7 | 1164
O=C(O)c1ccc2cccc(Cl)c2c1O | 3.5 | 2.9 | 7.9 | 1.8% | -13% | i | 1 | 0.23 | -0.19 | 0.26 | -0.32 | 14% | -0.18 | 1264 | 13% | 0.4 | 1151
Cc1cc(OCCCn2ccnc2)cc(C(C)C)c1 | 2.8 | 1.8 | 9.8 | -1.5% | 3% | i | 16 | 0.55 | -0.29 | 0.39 | 0.23 | 0.4% | -0.95 | 1534 | -7% | -1.6 | 1000
COc1ccc(-c2nnn3c2nc(NCc2ccccc2)c2ccccc23)cc1 | 3.5 | 2.0 | 3.8 | -0.3% | 3% | i | 1 | -0.41 | 0.0027 | -0.4 | 0.48 | 0.2% | -0.25 | 1508 | -3% | -4.5 | 1096
COc1cc(O)ccc1C=O | x | x | x | x | 18% | x | x | 1.2 | -0.2 | 0.43 | -0.37 | -0.1%[50 µM] | x | x | 6% | -0.5 | 1334

Look-ups from the results shown:
O=C(COc1ncnc2c(Cl)cc(Cl)cc12)NC1CCCCCC1 @ MT stabilize HCS: 2.2
CCOC(CNC(=O)c1ccc2c(c1)ncn2-c1ccc(F)c(F)c1)OCC @ Dynein transport: -0.91

Next section:
SMILES | MT stabilize HCS | MT stabilize HCS Hoechst-high % | MT stabilize HCS cytotoxicity % | ER stress rescue | M17LAP inhibition | Autophagy HCS | Autophagy HCS cell loss 18 h | Dynein transport | Dynein transport cytoplasmic EGFP | Dynein transport nuclear GR-EGFP | Dynein transport cell count | UTI89 phage lysis | Ins promoter up | Ins promoter up cell count | P. falciparum M1AAP | bCat nuc transl | bCat nuc transl cell count 5 µM
COc1cc(N2CCCC2)c(OC)cc1/C=C(/C#N)c1ccc(F)cc1 | 3.2 | 2.6 | 7.4 | -2.0% | 1% | + | -15* | -2.2 | 13 | -0.63 | 0.33 | 3.8% | x | x | 15% | x | x
Cc1cc(C)c2c(=O)[nH]n(C3CCCCCC3)c2n1 | 2.3 | 2.0 | 7.6 | -1.3% | 10% | i | 13 | -0.49 | -0.37 | -0.18 | 1.5 | -0.4% | -0.41 | 1506 | -11% | -2.1 | 1056
O=c1c2c(-c3cccs3)csc2ncn1-n1cccc1 | 2.4 | 1.0 | 3.7 | 4.0% | 12% | i | 0 | 1.7 | 0.23 | 0.98 | -2.7 | 1.8% | x | x | 1% | x | x
Cc1ccc(NC(=O)CN2C(=O)S/C(=C\c3ccccn3)C2=O)cc1 | 4.7 | 4.6 | 2.1 | 0.9% | -1% | i | 4 | -0.41 | -0.23 | 0.081 | 0.46 | -0.9% | 0.32 | 1474 | 2% | 0.6 | 1556
CCCN(Cc1cc2cc(C)ccc2[nH]c1=O)C(=O)c1cccc(OC)c1 | 1.7 | 1.7 | 3.9 | 1.4% | -21% | i | 1 | -0.35 | -0.28 | 0.029 | 0.13 | 0.1% | -0.17 | 1649 | -3% | -2.4 | 1131
O=C(CCn1c(=O)[nH]c2ccsc2c1=O)N1CCc2ccccc2C1 | 4.3 | 1.6 | 3.1 | x | -9% | i | 2 | 0.063 | -0.14 | 0.55 | -0.65 | 0.6% | 1.2 | 1100 | 5% | -1.1 | 1097
COc1ccc(CN2CCNC(=O)C2CC(=O)NCCc2c[nH]c3ccccc23)c(OC)c1 (stereo unspecified) | 1.9 | 2.1 | 6.8 | -0.9% | -1% | i | 39 | -0.81 | -0.28 | -0.031 | 0.7 | 0.0% | -0.09 | 1476 | 14% | 0.2 | 1557
